# Compound activity: PubChem, several laboratories
# STEP block: STEP (human) phosphatase inhibition; recombinant STEP, OMFP fluorogenic substrate, fluorescence; inhibition, % at 20 µM; actives 0.25% (n = 360,000); AID 588621;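 active = inhibition at 20 µM, scaled per plate between control wells, above about 37%, limit read from the data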;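 also: 0% = DMSO with enzyme and substrate and 100% = substrate only without enzyme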
# Target sequence (P54829 whole entry, looked up): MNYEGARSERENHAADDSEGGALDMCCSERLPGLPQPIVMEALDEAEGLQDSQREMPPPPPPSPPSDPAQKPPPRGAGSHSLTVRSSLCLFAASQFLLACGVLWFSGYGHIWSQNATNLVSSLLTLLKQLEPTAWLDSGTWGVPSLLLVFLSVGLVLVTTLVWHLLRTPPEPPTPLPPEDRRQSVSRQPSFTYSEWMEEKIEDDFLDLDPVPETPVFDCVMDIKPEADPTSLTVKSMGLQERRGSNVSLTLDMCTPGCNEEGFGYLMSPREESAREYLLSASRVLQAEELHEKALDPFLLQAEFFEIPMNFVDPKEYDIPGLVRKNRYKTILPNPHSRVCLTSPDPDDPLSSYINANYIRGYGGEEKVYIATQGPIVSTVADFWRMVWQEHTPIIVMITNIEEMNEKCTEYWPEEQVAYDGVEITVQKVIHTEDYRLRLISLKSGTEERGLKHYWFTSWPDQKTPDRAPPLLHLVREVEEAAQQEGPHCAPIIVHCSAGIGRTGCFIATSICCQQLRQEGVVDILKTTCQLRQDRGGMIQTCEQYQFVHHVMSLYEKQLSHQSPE
#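 medium = Bis-Tris buffer pH 6.0, 2.5 mM DTT, 0.005% Tween 20 | test system = STEP (striatal-enriched tyrosine phosphatase) enzyme, cell-free | measure = normalized % inhibition | compound dosing = 20 µM, 1% DMSO | also added = 25 µM OMFP | schedule = reaction 20 min, ambient temperature | measured by = fluorescence read at 480 nm ex / 540 nm em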
# SUMO1 PPI mod: modulators of human SUMO1-mediated protein-protein interactions; SUMO1 binding to a labelled peptide, TR-FRET, 1 h; actives 0.33% (n = 360,000); inhibition, % at 20 µM; P63165; in the data active = inhibition above about 37%
# Scp-1 inhibitor: blocks human Scp-1 phosphatase activity; Q9GZU7; Recombinant Scp1, phosphopeptide, malachite green phosphate absorbance; inhibition, % at 20 µM; actives 0.88% (n = 340,000); AID 493091;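 active = inhibition above about 50% at 20 µM, limit read from the data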;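 also: plate controls were DMSO wells with enzyme for no effect and wells lacking enzyme for full effect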
# Target sequence (Q9GZU7 76-261 limits assumed): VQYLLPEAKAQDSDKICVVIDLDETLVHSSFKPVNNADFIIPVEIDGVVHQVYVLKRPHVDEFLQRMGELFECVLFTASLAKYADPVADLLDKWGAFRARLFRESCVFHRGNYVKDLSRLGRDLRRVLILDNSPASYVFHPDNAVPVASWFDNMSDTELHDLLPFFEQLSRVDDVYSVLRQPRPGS
#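 System: truncated SCP-1 phosphatase (76-261aa); medium: Tris acetate buffer pH 5.5 with MgCl2 and Tween-20; incubation: 45 min room-temperature reaction, 5 min colour, 30 min stabiliser; compound: single 20 µM dose, 1% DMSO; reagent: Phosphorylated 17-residue peptide substrate; read-out: % inhibition at 20 µM; technique: colorimetric free-phosphate detection, absorbance 630 nm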
# DNMT1 inh: DNMT1 (human) enzyme inhibition; P26358; DNMT1 molecular beacon, Hinp1I cleavage, fluorescence; inhibition (reported as % activation of signal), % at 10 µM; actives 0.83% (n = 360,000); in the data active = inhibition above about 50%
# CSN deneddyl inh: inhibitors of human CSN-mediated cullin deneddylation; Q92905; Purified CSN, SCF-Nedd8-OG deneddylation, fluorescence polarization; inhibition, % at 12.5 µM; actives 0.38% (n = 360,000); AID 651999;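 active = pattern-corrected inhibition above about 35%, with an unprinted fluorescence ratio check between 0.5 and 1.5, limit read from the data, passing the limit was not always enough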;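 also: 0% = enzyme with substrate and 100% = substrate without enzyme; some results filed as inactive read as strong as hits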
#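 Schedule: reaction 90 min, room temperature / Assay system: HEK293T-derived human Csn5 enzyme / Input: Csn5 at 0.24 nM final / Measure: inhibition of Csn5 cleavage, % / Control set: substrate-only high control, full reaction low control / Technique: fluorescence polarization of the substrate / Buffer or medium: Tris/NaCl/DTT buffer, pH 7.5 / Reagent: SCFSkp2-Nedd8OG substrate at 10 nM final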
# Tb MetRS inh: blocks T. brucei methionyl-tRNA synthetase activity; purified T. brucei MetRS, ATP depletion, Kinase-Glo luminescence; inhibition, % at 11.9 µM; actives 0.4% (n = 360,000); AID 624268;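 active = inhibition above a per-plate cutoff of the control wells' mean inhibition plus 3 SD, cut at about 5.5% in these data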;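 also: 0% = DMSO wells median and 100% = median of wells with control inhibitor compound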
#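 Dosing: 11.9 µM compound single dose, 0.9% DMSO; Assay system: purified T. brucei MetRS enzyme; Measured by: Kinase-Glo luciferase luminescence reporting remaining unconsumed ATP; Schedule: 15 min plus 2 h at 25 °C.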
# LMPTP inh: LMPTP (human) inhibition; actives 0.22% (n = 360,000); recombinant LMPTP-A, OMFP fluorogenic substrate, fluorescence intensity; P24666; inhibition, % at 20 µM;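 active = compounds that cut the enzyme signal by at least half of the control window in the single-dose screen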;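 also: plate controls were DMSO wells with enzyme plus substrate for no effect and substrate without enzyme for full effect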
# Target sequence (P24666 whole entry, looked up): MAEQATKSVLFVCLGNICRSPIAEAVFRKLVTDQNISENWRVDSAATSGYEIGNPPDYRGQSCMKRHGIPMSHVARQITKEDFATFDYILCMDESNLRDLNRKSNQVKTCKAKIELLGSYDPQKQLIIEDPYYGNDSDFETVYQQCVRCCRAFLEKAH
#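 Test system: LMPTP-A, protein tyrosine phosphatase of low molecular weight; Input: 0.625 nM enzyme; Incubation: 50 min dark incubation at room temperature; Signal: endpoint fluorescence intensity from OMFP dephosphorylation; Read-out basis: % inhibition versus control wells.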
# Rpn11 inh: inhibitors of human proteasome Rpn11 | human 26S proteasome, Ub4-pepOG fluorescence polarization; 20S core pre-blocked with epoxomicin | calls only at 20 µM | actives 0.59% (n = 360,000);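 active = inhibition at 20 µM, scaled to each plate's controls, above about 33%, limit read from the data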
# NadD block: NadD (S. aureus) enzyme inhibition; purified NadD enzyme, colorimetric absorbance read-out; actives 0.78% (n = 360,000); inhibition, % at 20 µM; AID 602399; in the data active = inhibition above about 26%; also: some compounds past the cut are filed as inactive
# MLLE-PAM2 inh: blocks PAM2 peptide binding to the PABP1 MLLE domain | inhibition, % at 20 µM | GST-MLLE / FITC-PAM2 fluorescence polarization | actives 0.36% (n = 360,000) | AID 588489; in the data active = inhibition above about 35%, passing the limit was not always enough;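 also: plate controls were DMSO wells with GST-MLLE for no effect and wells lacking GST-MLLE protein for full effect; some results filed as inactive read as strong as hits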
# * marks the source's active call; other numbers are inactive results; i = inactive; nt = not tested or not shown.
SMILES,STEP block,SUMO1 PPI mod,Scp-1 inhibitor,DNMT1 inh,CSN deneddyl inh,Tb MetRS inh,LMPTP inh,Rpn11 inh,NadD block,MLLE-PAM2 inh
Cc1ccc(-n2cccc2/C=C2\C(=N)N3N=C(c4ccco4)SC3=NC2=O)cc1,63*,104*,97*,87*,61*,-0.5,44,nt,47*,-27
COc1ccc(N(Cc2cc(=O)[nH]c3ccccc23)C(C)=O)cc1,4,-3,-4,-1,4,-0.9,-0.9,i,-8,-7
Cc1cccc(C)c1NC(=S)/C(=C(\[O-])c1cccs1)[n+]1ccccc1,3,-1,-5,-3,0,-0.1,-2.5,i,-1,22
O=C(c1ccc(Cl)cc1Cl)C1(n2cncn2)Oc2ccccc2C1O (stereo not drawn),-4,3,-8,-5,-3,-0.2,1.8,i,-1,7
Cc1ccc(S(=O)(=O)N(CCC(=O)O)Cc2ccc(Cl)cc2)cc1,-1,9,-11,2,2,0.3,-1.1,i,0,-6
NC(=O)c1cccc(-c2ccnc3c2CC(C(=O)NCc2ccccc2)O3)c1 (stereo not drawn),1,2,nt,-2,6,0.2,-0.5,i,0,9
COc1ccccc1-c1ccc(=O)n(CC(=O)NCC2CCCO2)n1 (stereo not drawn),-6,-6,-2,1,3,0.1,-1.3,i,0,-7
Cc1ccc(C(=O)NNC(=O)CCC(=O)Nc2cc(C)on2)cc1,-2,0,-8,-2,-6,0.1,-1.0,i,2,-8
COC(=O)c1ccc(CSc2nc(-c3ccccc3)cs2)o1,2,-1,-16,-5,0,-0.2,2.2,i,-3,15
O=S1(=O)CCC(N2CCOCC2)C1 (stereo not drawn),-4,2,-4,4,-2,-0.7,-2.5,i,7,8
CC(C)c1ccc(NC2CCCN(C(=O)c3ccsc3)C2)cc1 (stereo not drawn),0,3,-5,0,4,-0.5,0.9,i,3,-8
CC(NCC(=O)Nc1ccccc1C(=O)NC1CC1)c1cccs1 (stereo not drawn),-3,0,-10,6,2,-0.2,-1.7,i,3,5
COc1ccc(OC)c(S(=O)(=O)N(C)CC(=O)N2CCN(c3ccc(F)cc3)CC2)c1,-1,0,-3,8,3,-0.2,-0.1,i,4,-5
CCOC(=O)N1CCC(N2C(=O)c3ccc(C(=O)NCCC(C)C)cc3C2=O)CC1,-2,-23,-3,2,3,-0.5,-0.8,i,-6,17
CCn1c(=O)c(C(=O)NCc2ccc(OC)c(OC)c2)c(O)c2ccccc21,3,20,-14,-6,0,-0.1,1.7,i,-5,-10
CCOc1ccc(S(=O)(=O)Nc2ccccc2C(=O)N(C)C2CCN(C)CC2)cc1,6,3,5,3,0,-0.3,-4.2,i,3,9
COc1ccc(CCNC(=O)CN2CCN(Cc3ccccc3F)C2=O)cc1OC,9,-1,-4,1,-1,0.0,1.0,i,7,15
CN(C)c1ccc(NC(=O)Cc2ccccc2)c2ccccc12,-1,-15,-4,0,3,-1.1,-1.3,i,-5,15
Cc1ccc(CN(C)C(=O)c2cc(Br)c(Br)s2)o1,1,14,-4,11,-1,-0.4,-2.6,i,15,1
CCC(c1ccccc1)c1nc(-c2ccccn2)no1 (stereo not drawn),-1,5,0,-1,-6,-0.4,-1.2,i,3,-15
CC(=O)c1cccc(NC(=O)NNC(=O)c2ccc(Cl)cc2Cl)c1,-3,-1,-13,0,0,1.0,-1.2,i,-2,18
NC(=O)N/N=C/c1ccc([N+](=O)[O-])o1,2,-30,4,-6,6,-0.7,-1.5,i,0,9
COc1ccccc1NC(=O)NN1CCCCC1,0,2,-9,4,8,-0.7,0.6,i,4,-11
CCOC(=O)c1ccc(NS(=O)(=O)c2ccc(-c3coc(C)n3)cc2)cc1,0,-2,-5,3,-3,0.4,2.0,i,-8,8
Cc1nnc(SCc2ccc(F)cc2)s1,2,1,-2,-1,2,-0.1,-1.0,i,-6,-20

# Continued:
SMILES,STEP block,SUMO1 PPI mod,Scp-1 inhibitor,DNMT1 inh,CSN deneddyl inh,Tb MetRS inh,LMPTP inh,Rpn11 inh,NadD block,MLLE-PAM2 inh
Cc1ccccc1CS(=O)(=O)Cc1ccc(C(=O)NCc2ccccn2)o1,-5,-1,9,1,-1,-0.3,-0.3,i,1,20
CC(C)(C)c1ccc(C(=O)NC2CCS(=O)(=O)C2)cc1 (stereo not drawn),-1,-1,-3,3,-1,0.2,-0.9,i,-4,12
CCN(C(=O)CSc1nc2nc(C)cc(C)n2n1)c1cccc(C)c1,2,-1,-3,-1,0,-1.0,0.1,i,-3,15
CCn1c(SCC(=O)N2CCCc3ccccc32)nnc1-c1ccco1,-3,1,1,1,-6,-0.8,-0.2,i,-2,-3
Cc1ccc(S(=O)(=O)C2(C(=O)N3CCCCCC3)CC2)cc1,-2,1,7,6,0,-1.2,-0.8,i,-2,15
CC(CC(=O)Nc1ccc2c(c1)c(=O)n(C)n2Cc1ccc(F)cc1)C(F)(F)F (stereo not drawn),-3,-1,nt,0,0,0.0,0.1,i,3,-8
O=c1c2ccccc2sc2ccc(NCCCN3CCOCC3)cc12,3,-42,7,-30,4,-0.1,0.3,i,0,-27
NS(=O)(=O)c1ccc(CCNC(=O)c2cccnc2)cc1,-1,1,1,27,5,-0.2,-1.1,i,-3,13
Cc1ccc(NC(=O)COc2ccc(N3CC(C(N)=O)CC3=O)cc2)c(C)c1 (stereo not drawn),-2,17,-3,0,2,-0.3,-1.4,i,0,12
O=C(c1ccc(S(=O)(=O)c2ccccc2)cc1)N1CCc2ccccc2C1,-4,-2,-4,-2,-3,0.1,0.9,i,-3,22
COC(=O)c1ccc(Cl)c(NC(=O)CSc2ncn[nH]2)c1,0,-4,-3,2,-1,-0.3,-1.8,i,-2,-6
Cc1n[nH]c(C)c1NC(=O)c1cc([N+](=O)[O-])ccc1Cl,-2,-14,-1,2,-3,-0.2,-2.6,i,-3,5
CCOc1ccc(-c2nnn(CC#N)n2)cc1OC,2,11,0,0,-4,-0.7,0.1,i,0,-3
O=C(/C=C/c1ccco1)NCCc1ccc(F)cc1,8,-6,46,20,8,0.6,7.4,i,7,-3
Cc1nc2nc(-c3ccc(Cl)cc3)cn2nc1C,-1,-15,7,-5,4,-1.0,0.2,i,-2,-12
COCCN(Cc1ccc(C)cc1)C(=O)[C@H]1O[C@@H](n2ccc(=O)[nH]c2=O)[C@H](O)[C@@H]1O,1,8,nt,-2,-2,0.1,-1.0,i,-5,2
CSc1cccc(CN2CCC(n3nccc3NC(=O)C3CC3)CC2)c1,-3,-1,-5,1,2,-0.1,-3.2,i,-9,-2
O=S(=O)(Cc1ccccc1)NCc1ccccn1,-1,3,0,1,3,-0.3,-1.8,i,2,-10
O=C(CNCCc1ccc(Cl)cc1Cl)NCc1ccco1,1,-2,-7,-4,-4,0.3,-1.3,i,-10,-1
COCCN(C(=O)CSc1n[nH]c(-c2ccccc2)n1)c1c(N)n(Cc2ccccc2)c(=O)[nH]c1=O,-2,5,-1,2,1,-0.4,-0.4,i,1,-10
Cn1c(SCC(=O)NCCc2ccccc2)ncc(C(=O)Nc2ccc(F)cc2)c1=O,-1,-310,-2,2,-3,0.0,-0.6,nt,-1,-47
C=CC[C@@H](CC(=O)OC(C)(C)C)C(=O)OC[C@@H]1CCCN1C(=O)[C@@H](CC=C)CC(=O)N[C@@H](CO)Cc1ccccc1,-2,-5,-14,3,-4,-0.2,0.0,i,-7,2
COc1ccc(C(=O)NC(=S)N2CCCCC2)cc1[N+](=O)[O-],2,-5,-7,-4,-8,0.1,-0.8,i,2,10
Cc1ccc(SC(C)C(=O)O/N=C(\N)c2ccncc2)cc1 (stereo not drawn),-2,-4,-4,1,5,-0.8,-0.6,i,-2,3
CC(=O)OCC(=O)Nc1cc(S(=O)(=O)N2CCCCCC2)ccc1Cl,-2,3,-3,1,-4,-0.2,-0.3,i,-6,3

# Remaining list, next part.
SMILES,STEP block,SUMO1 PPI mod,Scp-1 inhibitor,DNMT1 inh,CSN deneddyl inh,Tb MetRS inh,LMPTP inh,Rpn11 inh,NadD block,MLLE-PAM2 inh
Cc1cccc(C)c1NC(=O)CNC(=O)C(Cc1ccccc1)NC(=O)c1ccccc1 (stereo not drawn),0,-4,5,2,-2,-0.3,0.5,i,-1,-19
COc1ccc(NC(=O)Cc2cccc3ccccc23)cc1,0,2,-3,-5,-2,-1.8,0.1,i,-5,-7
O=[N+]([O-])c1cc2c(cc1/C=N/n1c(-c3ccccc3)n[nH]c1=S)OCO2,-2,-17,-2,0,2,-0.1,0.4,i,14,-5
N#Cc1ccccc1S(=O)(=O)N1CCN(C(=O)C2CCC2)CC1,0,5,-6,0,2,-0.4,-1.6,i,-6,12
CCOC(=O)/C(=N\Nc1ccccc1Cl)N1CCN(c2ccccc2OC)CC1,2,-1,5,-10,-5,-0.2,3.7,i,3,-7
O=C(Nc1ccccc1N1CCOCC1)c1cccs1,1,-2,-3,-2,1,0.0,-0.9,i,-6,-8
COc1ccc(C)cc1-n1c(SCC(=O)Nc2cc(C)on2)nc2ccccc2c1=O,-2,2,-13,0,-4,0.1,0.1,i,-1,3
CC(C)C[C@@H]1NC(=O)[C@H](Cc2ccc(O)cc2)NC(=O)c2cc([N+](=O)[O-])cc(I)c2NCCC[C@@H](C(N)=O)NC1=O,-2,8,8,-4,0,-0.1,-0.1,i,24,-10
NNC(=O)c1cnn(Cc2ccccc2)c1N,2,-4,1,-2,-4,0.3,0.6,i,2,-1
